Compound activity as filed in PubChem BioAssay.
West Nile antiviral: inhibition of WNV-induced cytopathic effect – cell-based, CPE readout (AID 1621) | West Nile virus-infected cells, CPE inhibition; higher % means a stronger effect | one-dose CPE inhibition, % at 10 µM; IC50 in µM for titrated hits | actives 0.02% (n = 290,000); in the data active = a potency from the dose series; note: strong numbers were not always called active
K1F lysis inhibition: protection from phage-mediated lysis, alamar blue read-out – E. coli UTI89, K1F phage, bacterial capsule biogenesis inhibitors (AID 488966). E. coli UTI89 K1F phage lysis, alamar blue, 2 h; higher % means a stronger effect. inhibition, % at 100 µM; hits with a dose series show IC50 in µM. actives 0.02% (n = 340,000);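 active = phage lysis inhibition, versus mean bacterial control, above a set limit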;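 note: capsule biogenesis inhibitors block K1F phage lysis so surviving cells raise fluorescence; higher fluorescence means more inhibition of phage lysis; actives were called in the ten point dose series up to 300 µM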
Large T inhibition: SV40 large T antigen inhibitors, biochemical (AID 1903); inhibition, % at 20 µM, or IC50 in µM where a hit was titrated; SV40 large T antigen ATPase/helicase inhibition assay; higher % means a stronger effect; actives 0.39% (n = 310,000); in the data active = a potency from the dose series; note: strong numbers were not always called active
SIAH1 antagonists: Siah-1 peptide-binding antagonists, primary screen, biochemical, fluorescence polarization, rhodamine-plectin, uHTS (AID 1817); actives 0.02% (n = 290,000); Siah-1 / rhodamine-plectin peptide fluorescence polarization; higher % means a stronger effect; displacement, % at 20 µM, or IC50 in µM where a hit was titrated;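 active = displacement of at least 50% at 20 µM, with a fluorescence ratio check between 0.3 and a set limit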;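 note: plate controls were Siah plus tracer with DMSO for no effect and tracer alone without Siah for full effect; strong numbers were not always called active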
AID2073: inhibitors of Mint1-CaV2.2 protein interaction, biochemical, HTRF (AID 2073); HTRF protein-protein interaction, Mint1-CaV2.2; higher % means a stronger effect; actives 0.19% (n = 290,000); inhibition, % at 20 µM, or IC50 in µM where a hit was titrated; in the data active = inhibition mostly above about 51%, no sharp cut-off; note: some results filed as inactive read as strong as hits
Rac1 GTP hydrolysis: MgcRacGAP GTPase-activating activity inhibitors, confirmation, biochemical, ADP Hunter fluorescence; MgcRacGAP-stimulated Rac1 GTP hydrolysis, ADP Hunter fluorescence; higher % means a stronger effect; GST-tagged Rac1 F28L mutant substrate; one-dose inhibition, % at 30 µM; IC50 in µM for titrated hits; actives 0.6% (n = 340,000); AID 624330;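 active = first-screen hits whose inhibition reached a set limit at any dose in the follow-up dose series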;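 note: fluorescence reports GDP produced by GAP-driven GTP hydrolysis; strong numbers were not always called active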
RSV antiviral HEp-2: inhibition of RSV-induced cytopathic effect – HEp-2 cells, primary 10 µM value included (AID 2391); HEp-2 cells, RSV-induced CPE inhibition; higher % means a stronger effect; one-dose CPE inhibition, % at 10 µM; IC50 in µM for titrated hits; actives 0.13% (n = 310,000); in the data active = a potency from the dose series; note: strong numbers were not always called active
NS5 inhibitors: flavivirus cap methylation enzyme inhibition – biochemical, confirmation dose response, primary screen (AID 588689); Dengue-2 NS5 methyltransferase capping enzyme assay, biochemical; higher % means a stronger effect; inhibition, % at 25 µM; hits with a dose series show IC50 in µM; actives 0.3% (n = 340,000); in the data active = a potency from the dose series
NTR1 ag: NTR1-driven beta-arrestin-GFP spot formation – imaging, U2OS cells, high content, primary screen (AID 493036); actives 0.17% (n = 330,000); agonist mode; activation, % at 20 µM; P30989;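 active = activation at or above 40% of the spot to cytoplasm intensity ratio, with at least 20 cells analyzed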;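 note: 0% = DMSO without peptide and 100% = 100 nM NTR1 peptide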
Target sequence (P30989 whole entry, looked up): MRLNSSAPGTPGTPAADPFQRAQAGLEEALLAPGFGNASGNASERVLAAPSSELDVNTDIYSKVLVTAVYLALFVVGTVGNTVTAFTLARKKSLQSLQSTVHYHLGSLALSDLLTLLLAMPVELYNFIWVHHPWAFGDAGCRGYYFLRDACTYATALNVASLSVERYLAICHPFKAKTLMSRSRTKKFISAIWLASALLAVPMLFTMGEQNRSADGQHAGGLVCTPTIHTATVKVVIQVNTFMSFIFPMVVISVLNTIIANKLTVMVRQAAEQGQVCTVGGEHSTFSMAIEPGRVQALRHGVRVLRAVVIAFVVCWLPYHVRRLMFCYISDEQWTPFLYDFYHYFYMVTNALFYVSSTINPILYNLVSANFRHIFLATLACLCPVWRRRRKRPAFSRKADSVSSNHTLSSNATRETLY
NTR1 ag cell count 20 µM: second read-out of NTR1 ag, no call of its own (marks repeat the call); cell count; measured here: cell count, cytotoxicity flag
NS5 inhibitors pilot replicate: second read-out of NS5 inhibitors, no call of its own (marks repeat the call); inhibition, %; measured here: pilot screen replicate inhibition
The depositor's hits bear a star; x = not tested or not shown; [ ] = dose if it differs, or a comment.

SMILES	West Nile antiviral	K1F lysis inhibition	Large T inhibition	SIAH1 antagonists	AID2073	Rac1 GTP hydrolysis	RSV antiviral HEp-2	NS5 inhibitors	NTR1 ag	NTR1 ag cell count 20 µM	others
CCOC(=O)/C(C#N)=C\c1cccnc1	-0.7%	-0.4%	3.3%	-1.8%	7.6%	-2.6%	0.1%	-9.5%	-1.0	25
COC(=O)c1ccc(C(=O)OC)c(NC(=S)N2CCC(N3CCCCC3)CC2)c1	-0.4%	0.1%	6.7%	-3.1%	7.2%	15.9%	0.8%	-3.5%	0.6	42
CCN(CC)S(=O)(=O)c1ccc2c(c1)nc(SCC(=O)N(C)C1CCS(=O)(=O)C1)n2CC (stereo not drawn)	x	1.1%[50 µM]	7.4%	x	x	3.2%	-0.1%	3.6%	-1.7	67
COc1ccc(Oc2nc(-c3ccccc3)ncc2C(=O)O)cc1	0.5%	-1.6%	-6.6%	0.5%	12.1%	12.7%	0.5%	-10.9%	0.5	93
COC(=O)c1ccccc1NC(=O)CCCn1nc([N+](=O)[O-])cc1C	-1.2%	0.2%	8.2%	3.6%	-9.9%	6.8%	-0.1%	1.6%	1.3	62
C=CCn1c(COc2ccc(Cl)cc2)nnc1SCc1ccc(C#N)cc1	-0.9%	-1.4%	11.4%	8.0%	-2.6%	0.4%	18.1%	-6.5%	-0.5	105
CCCn1c(NC(=O)c2cccc(S(=O)(=O)N3CCCC3)c2)nc2ccccc21	1.7%	0.8%	-5.4%	16.1%	9.0%	9.8%	-2.2%	-2.0%	14.3	75	NS5 inhibitors pilot replicate=-3.2
COc1cccc(NC(=O)CSc2nnc(C3CCCCC3)n2N)c1	x	0.6%[50 µM]	x	x	x	11.2%	x	-0.8%	-0.1	91
OCCC1CN(Cc2ccc(F)cc2Cl)CCN1CCc1ccccc1 (stereo not drawn)	-1.3%	0.6%	22.2%	-0.8%	-6.6%	7.3%	0.3%	-6.6%	2.9	51
COc1ccc(/C=C(/Sc2nnc(-c3ccc(Cl)cc3)o2)C(=O)O)cc1	0.8%	-0.1%	13.6%	0.5%	15.5%	6.9%	1.6%	-2.3%	8.7	36
CON1C(=O)C(=O)N(OC)C(C)(C)C1(C)C	-0.6%	0.8%	8.3%	3.6%	-5.1%	1.4%	1.4%	-1.4%	-0.7	36
CN(Cc1ccncn1)C(=O)C1CCC(=O)N(Cc2cccc(C(F)(F)F)c2)C1 (stereo not drawn)	-0.3%	-0.1%	21.2%	2.8%	19.1%	5.9%	0.0%	7.8%	1.3	78
CC(=O)NC(CC(=O)N(C)C1CCCCC1)c1ccccc1 (stereo not drawn)	-0.4%	0.1%	3.7%	11.7%	2.5%	2.3%	1.9%	0.9%	-1.7	51
CC1CN(S(=O)(=O)c2ccc(NC(=O)c3ccco3)cc2)CC(C)O1 (stereo not drawn)	-1.6%	0.2%	7.3%	-4.2%	13.5%	13.1%	0.3%	1.6%	1.1	68
COc1ccc([C@H]2CC(=O)C=C(c3ccc(Br)c4ccccc34)C2)cc1	x	0.4%	x	x	x	7.6%	x	-5.6%	3.8	60

The list goes on; the last 5 above are carried over.
SMILES	West Nile antiviral	K1F lysis inhibition	Large T inhibition	SIAH1 antagonists	AID2073	Rac1 GTP hydrolysis	RSV antiviral HEp-2	NS5 inhibitors	NTR1 ag	NTR1 ag cell count 20 µM	others
CON1C(=O)C(=O)N(OC)C(C)(C)C1(C)C	-0.6%	0.8%	8.3%	3.6%	-5.1%	1.4%	1.4%	-1.4%	-0.7	36
CN(Cc1ccncn1)C(=O)C1CCC(=O)N(Cc2cccc(C(F)(F)F)c2)C1 (stereo not drawn)	-0.3%	-0.1%	21.2%	2.8%	19.1%	5.9%	0.0%	7.8%	1.3	78
CC(=O)NC(CC(=O)N(C)C1CCCCC1)c1ccccc1 (stereo not drawn)	-0.4%	0.1%	3.7%	11.7%	2.5%	2.3%	1.9%	0.9%	-1.7	51
CC1CN(S(=O)(=O)c2ccc(NC(=O)c3ccco3)cc2)CC(C)O1 (stereo not drawn)	-1.6%	0.2%	7.3%	-4.2%	13.5%	13.1%	0.3%	1.6%	1.1	68
COc1ccc([C@H]2CC(=O)C=C(c3ccc(Br)c4ccccc34)C2)cc1	x	0.4%	x	x	x	7.6%	x	-5.6%	3.8	60
COc1ccc(/C=N/Nc2ncnc3sc4c(c23)CCCC4)cc1OC	-1.4%	-1.3%	-11.7%	-2.8%	5.6%	2.2%	5.5%	1.8%	23.5	62
COc1cc(OC)cc(C(=O)NC(C)c2ccc(Br)cc2)c1 (stereo not drawn)	-0.8%	2.3%	-0.3%	3.8%	-0.9%	0.6%	6.7%	x	0.3	74
Cn1c(N)c(S(=O)(=O)NCc2ccc(F)cc2)c(=O)n(C)c1=O	-0.4%	0.2%	27.9%	6.2%	3.7%	6.5%	0.6%	-5.5%	0.1	69
COCCCn1c(=O)c2ccccc2n(CC(=O)N2CCCc3ccccc32)c1=O	-0.1%	-0.3%	8.4%	7.3%	11.8%	1.6%	0.5%	-8.1%	-1.2	52
Cn1nc(C(=O)Nc2ccc3c(c2)OCO3)c2ccccc2c1=O	0.5%	0.1%	0.6%	-1.3%	4.1%	-0.2%	1.8%	-8.4%	0.4	60
Brc1ccc(-c2ncc3ccccn23)cc1	0.3%	1.5%	10.8%	17.4%	-1.2%	14.6%	39.5%	1.7%	0.7	64
CCN(CCCNC(=O)c1ccc2c(c1)NC(=O)CN2C)c1cccc(C)c1	0.5%	-0.2%	21.6%	-2.3%	7.3%	18.4%	2.4%	-8.2%	21.9	58
COc1ccccc1C(=O)NCC(=O)OCc1csc(-c2ccccc2)n1	-0.5%	2.0%[50 µM]	-8.6%	2.5%	-1.9%	7.1%	2.5%	-0.7%	2.4	66
O=C(/C=C/c1ccco1)Nc1nc(-c2ccccc2)cs1	0.2%	0.2%[50 µM]	12.7%	2.1%	26.4%	4.8%	14.1%	-1.3%	13.7	39
CC(=O)c1c(C)[nH]c(C(=O)Nc2ccccn2)c1C	-0.1%	1.5%[50 µM]	10.0%	7.2%	10.5%	3.9%	0.7%	-2.6%	1.2	51
N#Cc1ccccc1NC(=O)CSc1ccc([N+](=O)[O-])cn1	-0.6%	0.2%	1.2%	-5.2%	-16.6%	10.9%	0.6%	2.1%	-0.6	55
COc1c(C)cc(Br)cc1C(=O)Nc1ccc(S(N)(=O)=O)cc1	-0.1%	-1.0%	3.5%	2.5%	8.8%	1.7%	-2.2%	2.2%	0.5	41
COc1cccc(NC(=S)N2CCC(N(C)CC3CCCO3)CC2)c1 (stereo not drawn)	-0.2%	0.8%	10.7%	-3.2%	20.8%	-3.1%	-1.1%	0.7%	-0.1	43
CCc1cc(=O)oc2c(CNCc3ccc(OC)cc3OC)c(O)c(Cl)cc12	-1.2%	0.1%	6.7%	12.9%	31.6%	7.2%	1.1%	-9.8%	-0.7	43
Cc1ccc[n+](/C(=C\C(=C=[N-])C#N)C(=O)c2ccc(Cl)cc2)c1	0.2%	0.1%	14.6%	-0.8%	9.1%	-0.5%	3.7%	3.1%	2.2	54
Cc1cccc(OCC(=O)N/N=C\c2cccn2C)c1C	-0.1%	-0.1%	12.9%	-4.6%	-23.1%	14.1%	1.1%	x	1.4	39
COc1ccccc1C(=O)NCC(=O)N1CCN(S(=O)(=O)c2ccccc2C(F)(F)F)CC1	x	0.4%[50 µM]	x	x	x	4.5%	-0.2%	-13.9%	-1.7	67
CCOC(=O)c1cnc2sccn2c1=O	-0.3%	0.6%	-0.2%	-2.3%	-0.1%	1.1%	-1.7%	-4.2%	1.3	54
O=C(NCC(=O)N1CCN(c2ncc(C(F)(F)F)cc2Cl)CC1)c1ccc(Br)o1	-0.6%	0.8%[50 µM]	12.8%	3.1%	-5.1%	2.4%	10.2%	-3.9%	1.9	68
CC(C)(C)c1nc(SCC(=O)N2CC(=O)Nc3ccccc32)c2ccccc2n1	-0.1%	-0.2%	26.4%	11.2%	21.1%	-5.6%	-1.4%	-7.8%	5.1	42
COc1ccc(Cc2nnc(NC(=O)C3CC(=O)N(CCc4ccc(F)cc4)C3)s2)cc1OC (stereo not drawn)	0.1%	-0.3%	6.0%	-2.1%	0.1%	-1.2%	4.2%	5.8%	-0.2	44
CCn1c(COc2ccccc2)nnc1SCC(=O)Nc1ccc(N2CCOCC2)cc1	-0.1%	0.1%	6.8%	-0.2%	4.5%	1.9%	1.5%	-0.8%	1.4	30
COC(=O)NC1CCC(CC2CCC(NC(=O)OC)CC2)CC1 (stereo not drawn)	-0.8%	1.5%	-1.9%	-2.1%	0.9%	4.4%	8.5%	-1.6%	-2.1	71
O=c1c2ccccc2nc(SCc2nnc(-c3ccccc3)o2)n1-c1ccccc1	0.1%	4.2%	x	-3.6%	13.7%	4.9%	11.2%	-0.7%	12.3	56
COC(=O)c1ccccc1NC(=O)N1c2ccccc2Sc2ccccc21	-2.1%	3.0%	3.0%	6.1%	2.8%	16.4%	21.5%	1.5%	7.2	65
Cc1ccc(C(=O)C[n+]2cccc3ccccc32)cc1	-0.1%	-0.3%	-1.4%	-3.2%	-1.4%	3.6%	2.7%	-0.8%	-4.3	57
CCCNC(=O)Cn1nc(C)n2c(cc3cc(F)ccc32)c1=O	-0.6%	-1.4%[50 µM]	-1.0%	-5.2%	2.0%	x	0.0%	-1.3%	0.2	113
Cc1cc(Nc2ccccc2F)n2nc(C)nc2n1	x	1.2%	3.1%	-0.5%	-5.1%	-3.5%	2.1%	-2.2%	-4.7	51
Fc1ccc(C2c3[nH]c4ccccc4c3CCN2Cc2cccn2-c2ncccn2)cc1 (stereo not drawn)	-1.1%	1.0%	-4.4%	-3.8%	23.6%	0.5%	8.94µM*	-6.6%	2.9	61
CN(CC(=O)NC(=O)NC1CCCCC1)Cc1ccccc1	x	0.9%[50 µM]	x	x	x	2.0%	0.0%	4.8%	0.4	87
CC(=O)c1cc(NC(=O)c2ccc([N+](=O)[O-])cc2)c(=O)oc1C	0.3%	-0.2%	25.7%	5.1%	63.2%	5.8%	1.0%	-2.2%	3.4	48
Cc1cc(N2C(=O)CC(C(C)c3ccccc3)C2=O)no1 (stereo not drawn)	0.4%	-0.1%	1.8%	2.2%	-7.6%	-5.7%	0.8%	2.1%	-1.0	59
CCOC(=O)C1=C(C)NC(C)=C(C(=O)OCC)C1/C=C/c1ccccc1OC	-1.0%	-1.7%[50 µM]	-1.3%	-2.5%	6.7%	-14.6%	5.7%	-1.3%	14.5	65
COc1ccc(S(=O)(=O)N(C)C[C@@H]2Oc3c(NS(=O)(=O)c4cn(C)cn4)cccc3C(=O)N([C@@H](C)CO)C[C@@H]2C)cc1	x	1.1%	x	x	x	0.1%	x	1.6%	-1.1	69
CS(=O)(=O)N1CCc2ccc(NC(=O)C3CCCO3)cc2C1 (stereo not drawn)	0.9%	0.9%	18.7%	-4.9%	8.2%	7.3%	0.4%	-1.3%	-0.6	53
O=C(Nc1ccc(F)cc1)N1CCn2c(nc3ccccc32)C1	-0.2%	-0.2%	-2.6%	10.5%	5.8%	-2.4%	1.2%	-4.0%	-0.1	59
COc1ccc(CCNC(=O)c2cc3c(=O)n(C)c4ccccc4c3n2C)c(OC)c1	1.1%	0.8%	6.9%	9.1%	20.8%	14.2%	1.4%	-7.8%	3.9	54
